Screens: PubChem BioAssay, several laboratories
FBA Mtb inh – Mtb fructose-bisphosphate aldolase inhibition; P9WQA3; inhibition, % at 1 µM; hit rate 2.3% among 360,000; purified M. tuberculosis FBA, fluorescence read-out; in the data active means inhibition above about 27%;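 further: 0% = vehicle and 100% = reference inhibitor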
Target sequence (P9WQA3 whole entry, looked up): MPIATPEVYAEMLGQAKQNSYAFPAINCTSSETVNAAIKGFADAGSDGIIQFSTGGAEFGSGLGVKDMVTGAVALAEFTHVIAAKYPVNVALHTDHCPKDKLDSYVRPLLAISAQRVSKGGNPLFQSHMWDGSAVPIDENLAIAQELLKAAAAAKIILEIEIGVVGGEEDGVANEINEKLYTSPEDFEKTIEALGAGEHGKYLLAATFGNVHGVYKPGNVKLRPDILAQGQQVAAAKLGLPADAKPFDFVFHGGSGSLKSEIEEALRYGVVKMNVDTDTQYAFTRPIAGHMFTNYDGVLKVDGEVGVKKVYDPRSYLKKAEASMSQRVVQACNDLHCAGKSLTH
BoNT-A LC inh2 – BoNT A light chain protease inhibition. multiplex microsphere protease substrate cleavage, flow cytometry. inhibition, % at 10 µM. hit rate 0.17% among 360,000; in the data active means inhibition above about 30%; inconclusive means no clear call, values can overlap the other calls; further: plate controls were buffer without enzyme for full effect and enzyme alone for no effect
PrPC surface inh – cell surface PrPC inhibition, primary TR-FRET screen | inhibition, % at 13.8 µM | TR-FRET read-out | AID 720596 | hit rate 0.43% among 370,000; in the data active means inhibition above about 24%; further: 0% = median of the test wells and 100% = reference compound wells
FadD28 FP inh – blocks FadD28 binding to the bisubstrate probe; fluorescence polarization; inhibition, % at 12.5 µM; hit rate 0.22% among 360,000; AID 588549; in the data active means inhibition above about 8.5%, passing the limit was not always enough; inconclusive means no clear call, values can overlap the other calls
GDH-TPI counter – counter-screen for M. tuberculosis FBA inhibitors: GDH-TPI coupled enzymes | GDH-TPI coupled enzyme counterscreen, NADH absorbance | inhibition, % at 4.8 µM | hit rate 1.2% among 360,000 | AID 588335;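 further: 0% = DMSO wells and 100% = wells lacking the enzyme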
BoNT F protease – inhibitors of Botulinum neurotoxin F light chain protease. Multiplex microsphere protease cleavage assay, flow cytometry. inhibition, % at 10 µM. hit rate 0.22% among 360,000. AID 588497; in the data active means inhibition above about 35%, passing the limit was not always enough; inconclusive means no clear call, values can overlap the other calls; further: plate controls were buffer without enzyme for full effect and enzyme alone for no effect
UGM FP inh – Mtb UDP-galactopyranose mutase inhibition; purified UGM, fluorescence polarization probe displacement; inhibition, % at 10 µM; hit rate 0.06% among 320,000; in the data active means inhibition above about 10%, passing the limit was not always enough; inconclusive means no clear call, values can overlap the other calls
Target sequence (P9WIQ1 whole entry, looked up): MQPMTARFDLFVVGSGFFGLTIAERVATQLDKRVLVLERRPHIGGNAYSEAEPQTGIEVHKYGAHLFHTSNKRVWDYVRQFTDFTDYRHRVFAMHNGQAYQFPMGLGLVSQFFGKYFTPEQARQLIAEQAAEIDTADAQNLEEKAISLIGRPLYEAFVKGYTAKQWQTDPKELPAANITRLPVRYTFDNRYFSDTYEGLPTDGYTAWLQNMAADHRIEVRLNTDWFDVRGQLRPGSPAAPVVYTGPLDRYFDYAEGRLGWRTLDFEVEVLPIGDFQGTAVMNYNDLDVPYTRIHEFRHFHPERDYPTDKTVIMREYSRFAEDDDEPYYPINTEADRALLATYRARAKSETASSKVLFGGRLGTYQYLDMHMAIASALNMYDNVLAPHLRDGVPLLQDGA
CCHFV vOTU inh – blocks the CCHF virus ovarian tumor domain protease | hit rate 0.55% among 370,000 | CCHFV vOTU protease, Pep-AMC fluorescence | inhibition, % at 11.5 µM; further: 0% = vehicle wells with enzyme and 100% = no enzyme wells
BioA inh – BioA (M. tuberculosis) enzyme inhibition | purified M. tuberculosis BioA enzyme, plate reader | inhibition, % at 9.99 µM | hit rate 0.096% among 360,000; in the data active means inhibition above about 40%; inconclusive means no clear call, values can overlap the other calls
* hit, by the source's call; u = inconclusive; x = not tested or not shown; & = joins results of further samples. Unless noted, no stated cut-off is given here; in the data, active means inhibition above about 30%; inactive means the rest.

canonical_smiles	FBA Mtb inh	BoNT-A LC inh2	PrPC surface inh	FadD28 FP inh	GDH-TPI counter	BoNT F protease	UGM FP inh	CCHFV vOTU inh	BioA inh
O=C(NCc1ccccc1)c1csc2c1CCCCC2	2	-0.7	4	-0.7	2	2	2.3	13	x
Cc1nc2c(Br)c3nc(C(F)(F)F)[nH]c3c(Br)c2[nH]1	-2	-0.3	x	0.2	0	-7	-2.2	x	-2.0
O=C(Cc1ccc(F)cc1)Nc1cccc2cccnc12	1	0.4	0	-4.2	10	3	1.3	5	0.7
CCC(C)(C)n1nnnc1C(c1ccc(OC)cc1)N1CCN(C(=O)c2ccco2)CC1 (stereo not drawn)	0	-1.3	-6	x	-7	-3	-0.7	-6	4.2
CC(C)CNC(=O)CN1C(=O)NC2(CCc3ccccc32)C1=O (stereo not drawn)	1	-3.9	-2	-2.4	6	-27	-0.2	-13	-0.2
O=C(Nc1ccc(N2CCN(Cc3ccccc3)CC2)cc1)c1ncn[nH]1	4	-0.4	-2	2.4	14	-13	1.3	12	-2.7
CCCCC1=CC2=CC(=O)C(C)(OC(=O)CC)C(=O)C2=CN1CCCCO (stereo not drawn)	-2	-1.0	-18	0.5	21	-4	-1.1	15	-0.6
C=CCNc1nc(NCC)nc(N2CCOCC2)n1	-2	-2.4	0	-4.2	-2	-65	2.4	0	1.7
Cc1ccccc1Cn1cc(S(=O)(=O)CC(=O)N2CCCCC2)c2ccccc21	0	0.0	1	-4.8	-3	-6	-0.8	7	-0.2
COc1ccc(C(=O)/C=C/c2ccc(O)cc2)c(O)c1C/C=C(\C)CCC=C(C)C	-4	-0.2	3	-6.2	18	-7	x	25	-2.2
CN(C)CCCN(C(=O)COc1ccccc1)c1nc2c(F)cccc2s1	1	-0.8	-5	-4.7	3	3	2.5	-13	-0.7
C=CCCC(=O)N1C[C@H]2CON(C)[C@H]2C[C@H]1c1ccc(Br)cc1	1	-0.1	-2	-1.0	5	-2	x	20	-0.3
CCN(CC(=O)Nc1ccc2c(c1)OCCO2)S(=O)(=O)c1cccs1	39*	x	9	-0.8	0	x	-1.1	5	-0.7
COc1ccc2ccccc2c1/C=N/NC(=O)c1sc(N)c(C#N)c1C	-3	1.6	-3	-6.2	19	-5	-0.8	10	0.9
Cc1nn(S(=O)(=O)c2ccccc2)c(C)c1S(=O)(=O)N1CCOCC1	2	-2.7	21	0.4	13	-14	-1.3	10	-0.8
Cc1ccc(N(CC(=O)NCc2ccc(F)cc2)S(=O)(=O)c2c(C)n[nH]c2C)cc1	6	0.2	-1	0.9	3	4	-2.0	20	x
Cc1onc(-c2ccccc2)c1NC(=O)N(CCC(=O)O)Cc1ccccc1	0	0.2	-1	-2.7	-11	10	-0.9	3	-1.7
COc1cccc(OC)c1C(=O)Nc1cccc(NC(=O)c2cccs2)c1	0	0.9	-5	-3.2	-4	26	-1.6	-6	3.1
CN(C)C(=O)c1c2c(nc3ccccc13)-c1ccccc1CC2	5	-2.3	-6	-0.9	11	-8	1.6	33*	x
CCOC(=O)C(C)On1c(SC(C)C(=O)OCC)nc2ccccc2c1=O (stereo not drawn)	0	-2.6	4	-3.5	-1	-9	-0.8	0	-0.6
CCOc1ccc(N(C)S(=O)(=O)c2ccc3[nH]cc(C(=O)NCC(OC)OC)c(=O)c3c2)cc1	1	0.2	2	-8.5	-4	-7	-0.9	1	0.6
CCNC(=O)N1CCNC(=O)C1CC(=O)OC (stereo not drawn)	1	-0.4	-2	-3.9	-5	9	-0.5	6	x
CC(=O)CCC(=O)NC1CCCc2c1cnn2-c1ccc(C(C)(C)C)cc1 (stereo not drawn)	2	-3.3	0	-1.9	0	u	7.8	-5	-1.7
COC(=O)c1cc(S(=O)(=O)N2c3ccccc3CC2C)c[nH]1 (stereo not drawn)	4	1.9	-3	-0.9	7	9	0.0	-11	0.6
Cc1nnc(SCC(=O)NN2C(=O)NC3(CCCCC3)C2=O)s1	-1	0.0	-3	-0.5	0	-3	-0.7	7	-0.2
Fc1ccc(NC(=S)Nc2nccs2)cc1	-2	-0.1	32*	-2.2	4	-7	3.9	12	x
C[C@H](CO)N1C[C@H](C)[C@@H](CN(C)C(=O)NC2CCCCC2)Oc2ccc(NC(=O)Nc3ccc(C(F)(F)F)cc3)cc2C1=O	-1	-0.7	8	-6.0	-6	-10	0.0	11	2.1&-0.1
CCCCc1ccc(NC(=O)c2c(C)noc2C)cc1	-3	-3.6	5	-0.4	4	-10	1.7	7	x
O=C(/C=C/c1ccccc1)Nc1cccc(C(=O)NC2CC2)c1	0	-0.4	9	-5.1	-8	-6	x	6	1.6
CCCCOc1cccc(C2C(C(=O)c3ccc(C)o3)=C(O)C(=O)N2c2nnc(C)s2)c1 (stereo not drawn)	6	-2.4	3	-2.3	19	11	x	2	-2.0
Cc1cc(C)cc(NC(=O)CN(Cc2ccccc2)S(C)(=O)=O)c1	-7	x	-4	-3.0	-3	x	-1.0	6	-0.1
CCc1nnc(NC(=O)c2cc(S(=O)(=O)N3CCN(c4ccccc4)CC3)ccc2Cl)s1	2	0.3	-1	-0.7	0	1	3.1	4	-0.4
O=C1C(Sc2cccc(F)c2)=C[C@@]2(O)CC[C@@H](O)[C@]1(Sc1cccc(F)c1)[C@H]2O	x	0.5	-4	x	x	-6	x	-4	x
CC1CCCC(NC(=O)COC(=O)c2ccc3ccccc3n2)C1C (stereo not drawn)	-2	0.7	-5	-4.3	0	10	-2.5	-7	-2.3
Brc1cc(Br)c2nc3c(cc2c1)CCC3	0	3.2	26*	-1.3	-1	10	1.0	11	1.4
CC(C)CCn1c(=O)c2ccccc2n2c(CN3C(=O)NC4(CCC(C)CC4)C3=O)nnc12 (stereo not drawn)	5	1.4	-6	-4.4	2	u	-3.4	29	0.1
CCOC(=O)CSc1nnc(SCCN2C(=O)c3ccccc3C2=O)s1	6	0.1	1	-2.3	13	-20	1.9	-1	-2.2
CC1(C)C(=O)NCCN1C(=O)CCCC(=O)O	3	-0.9	-2	1.4	-15	-6	1.0	-13	x
CC1(C)CC(=O)C2=C(C1)N=C1c3ccccc3C(=O)C1C2c1ccc(Cl)cc1 (stereo not drawn)	-1	0.8	2	3.5	13	-18	-0.5	13	1.9
C=CCNC(=O)/C(=C/c1ccccc1OCC)NC(=O)c1ccccc1	-1	-0.7	-2	-3.0	1	-1	-0.7	13	x
CC(C)C(=O)N1CCN(c2ccccc2NC(=S)NC(=O)c2cccs2)CC1	1	1.1	-7	-1.3	1	-4	-0.9	11	-3.3
CCOC(=O)c1ccc(Oc2cn[nH]c2-c2ccc(O)cc2O)cc1	3	-0.2	4	-4.4	-1	-3	-0.7	7	2.6
Cc1cc(S(=O)(=O)N2CCOCC2)ccc1NC(=O)c1ccc(F)cc1	2	-0.7	7	-1.3	6	-6	-1.1	-4	0.9
Cc1cccc([C@@H]2[C@@H]3C(=O)N(Cc4ccccc4)C(=O)[C@@H]3[C@]3(C)C(=O)N(c4cccc(F)c4)C(=O)N23)c1	-2	-0.3	3	-1.0	9	-6	0.3	4	-2.5
Cc1cnc(C(=O)OCc2ccc(COC(=O)c3cnc(C)cn3)cc2)cn1	1	0.4	1	-1.7	-1	-6	0.7	-7	0.7
CCOC(=O)CSc1nnc(-c2c[nH]c3ccccc23)n1CC	2	-0.6	-1	0.7	-7	-3	-0.8	3	2.3
Cc1ccc2c(c1)N(C(=O)CCC(=O)NCc1cccc(Br)c1)CC(C)O2 (stereo not drawn)	2	0.0	-1	-2.3	8	-4	6.8	-5	1.7
O=c1c2cc3c(cc2[nH]c(=S)n1Cc1ccco1)OCO3	2	-1.2	3	-1.9	8	-6	-1.1	4	x
Cc1ccc(S(=O)(=O)N2C[C@H]3n4c(=O)ccc(=O)n4C[C@H](OC(=O)NC4CC4)[C@@]3(O)C2)cc1	5	-0.2	0	0.3	-1	-5	x	-4	-0.1
O=C(O)c1ccc(Cl)c(NC(=S)NC(=O)c2ccccc2[N+](=O)[O-])c1	-3	-0.3	-3	-8.7	-2	-2	1.1	12	x

More records:
canonical_smiles	FBA Mtb inh	BoNT-A LC inh2	PrPC surface inh	FadD28 FP inh	GDH-TPI counter	BoNT F protease	UGM FP inh	CCHFV vOTU inh	BioA inh
O=C(COc1ncnc2cc([N+](=O)[O-])ccc12)NC1CCCCC1	0	-1.0	-47	-3.3	2	-5	0.7	4	-1.1
Cc1ccc(C2(C)NC(=O)N(CC(=O)N(C)CC(=O)Nc3cccc(F)c3)C2=O)cc1 (stereo not drawn)	3	-4.0	9	-1.7	-1	-11	-0.1	-6	1.0
CC(CCO)Nc1nc2c([nH]1)c(=O)n(C)c(=O)n2C (stereo not drawn)	-2	1.7	2	0.0	-2	5	2.9	25	-1.1
Cc1nc(N2CCOCC2)nc(N2CCCCC2)c1[N+](=O)[O-]	-1	-0.6	4	-0.8	5	-6	2.4	44*	x
CCCOc1ccc(C(C)=O)cc1CSc1nc(O)cc(=O)[nH]1	4	-0.7	3	0.2	9	-2	1.2	7	2.7
CCc1ccc(N(CC(=O)Nc2ccc(NC(C)=O)cc2)S(=O)(=O)c2ccccc2)cc1	1	0.2	-2	-1.2	-1	-6	0.1	9	x
CCOC(=O)c1c(C)oc2cc(Br)c(OC)cc12	3	-2.8	-2	-3.1	-6	-4	-3.9	10	-3.3
COCCCN1C(=O)C(CC(=O)NC(c2ccccc2)c2ccccc2)CC(C(=O)N(C)C)=C1C (stereo not drawn)	-1	0.0	-3	-5.7	1	-2	x	-4	1.5
C=C(c1ccccc1C)[n+]1ccccc1	-1	-5.6	-1	-0.8	-7	u	-0.4	1	4.8
COc1ccc(OC)c(-n2c(-c3cc(-c4ccccc4)n[nH]3)n[nH]c2=S)c1	3	0.0	-8	-1.2	2	-9	-3.6	-5	x
Cc1nn(CC(=O)NCCC2=CCCCC2)c(C)c1[N+](=O)[O-]	2	x	7	-3.5	2	x	-1.3	5	-1.5
COc1ccc(Cl)cc1NC(=S)NCCCN1CCCC1=O	-1	0.5	0	-0.1	-3	4	-1.8	0	x
CN(C)CCCNc1cc(Cl)c(S(=O)(=O)N2CCCCC2)cc1C(=O)O	-2	-0.2	0	-1.9	13	-7	x	-15	0.7
CN(NC1OC(=O)c2ccccc21)c1ncc(C(F)(F)F)cc1Cl (stereo not drawn)	-1	2.6	-2	-3.2	28	u	1.4	-2	1.0
CCOCCCNC(=S)N1CCN(Cc2ccc3c(c2)OCO3)CC1	0	0.9	-3	-0.9	-3	3	-0.3	16	x
Nc1c(Cl)cc(-c2csc(NC(CO)c3nc4ccccc4n3CCOCCO)n2)cc1Cl (stereo not drawn)	0	-0.5	2	-0.4	7	2	-1.4	7	-2.8
O=S(=O)(NCc1ccco1)c1cccc2cccnc12	1	-0.4	1	0.0	9	-8	-1.4	12	-1.0
Cc1ccccc1OCC(=O)NNC(=O)Nc1ccccc1	-1	0.2	-2	0.4	-3	-3	0.0	4	x
Cc1ccc(S(=O)(=O)N2CCOCC2)cc1NC(=O)COC(=O)c1cccnc1Cl	-4	-0.7	6	1.2	10	-5	0.8	8	x
Fc1ccccc1-c1nc(NCc2ccccc2)c2ccccc2n1	0	x	-1	-2.2	2	x	2.9	-11	0.6
COc1cccc(/C=C2\SC(=S)N(CCC(=O)NNC(=O)c3ccccc3OC)C2=O)c1	1	-2.0	2	x	-4	-1	1.5	-6	x

Looked up by compound from above, three records:
canonical_smiles	FBA Mtb inh	BoNT-A LC inh2	PrPC surface inh	FadD28 FP inh	GDH-TPI counter	BoNT F protease	UGM FP inh	CCHFV vOTU inh	BioA inh
Cc1ccccc1OCC(=O)NNC(=O)Nc1ccccc1	-1	0.2	-2	0.4	-3	-3	0.0	4	x
Cc1ccc(C2(C)NC(=O)N(CC(=O)N(C)CC(=O)Nc3cccc(F)c3)C2=O)cc1 (stereo not drawn)	3	-4.0	9	-1.7	-1	-11	-0.1	-6	1.0
O=C(COc1ncnc2cc([N+](=O)[O-])ccc12)NC1CCCCC1	0	-1.0	-47	-3.3	2	-5	0.7	4	-1.1
